Bioassay records as filed in PubChem.
IMP-1 inh: blocks Pseudomonas aeruginosa IMP-1 metallo-beta-lactamase; purified IMP-1, nitrocefin hydrolysis, epi-absorbance fluorescence; inhibition, % at 5.6 µM; 290,000 compounds, 0.45% hits;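 active = inhibition above the mean plus 3 SD of all compounds in the same screening run, cut at about 4.5% in these data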;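 also: 0% = IMP-1 with DMSO and 100% = DMSO wells lacking enzyme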
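Test system: recombinant IMP-1 enzyme, purified / Medium: HEPES buffer pH 7.1 with ZnSO4 and Brij 35 / Doses: single dose, 5.6 µM / Times: 25 °C, 15 min preincubation, 25 min reaction / Detection: Epi-absorbance via hydrolysed-nitrocefin quenching of white-plate fluorescence, 480/530 nm, EDTA stop / Evaluation: percent inhibition from optical density relative to buffer-blank wells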
VIM-2 inhibitor: inhibitors of Pseudomonas aeruginosa VIM-2 metallo-beta-lactamase | 290,000 compounds, 0.89% hits | inhibition, % at 5.6 µM | purified VIM-2, nitrocefin hydrolysis, epi-absorbance fluorescence | AID 1527;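 active = inhibition above the mean of all tested compounds plus 3 SD, cutoff set per screening run, cut at about 7.5% in these data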;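 also: red hydrolysis product quenches plate fluorescence so inhibitors raise well fluorescence; 0% = enzyme with DMSO and 100% = DMSO without enzyme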
MEKK3 PB1 HTS: modulators (inhibitors or enhancers) of MEK5 binding to human MEKK3 PB1 domain; Q99759; bead-based flow cytometry, Alexa488-MEK5 binding to MEKK3; actives lie on both sides; 0 = blocked by unlabeled MEK5, 100 = vehicle; binding response (% of control), % at 10 µM; 290,000 compounds, 1.4% hits; AID 1529;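 active = binding response more than 3 SD above or below the average of its plate-row segment, actives on both sides; inconclusive = wells at one plate position flagged as instrument error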;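 also: Alexa488 bead fluorescence after subtracting the streptavidin-only scavenger bead signal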
Target sequence (Q99759 whole entry, looked up, the tested form may be a part): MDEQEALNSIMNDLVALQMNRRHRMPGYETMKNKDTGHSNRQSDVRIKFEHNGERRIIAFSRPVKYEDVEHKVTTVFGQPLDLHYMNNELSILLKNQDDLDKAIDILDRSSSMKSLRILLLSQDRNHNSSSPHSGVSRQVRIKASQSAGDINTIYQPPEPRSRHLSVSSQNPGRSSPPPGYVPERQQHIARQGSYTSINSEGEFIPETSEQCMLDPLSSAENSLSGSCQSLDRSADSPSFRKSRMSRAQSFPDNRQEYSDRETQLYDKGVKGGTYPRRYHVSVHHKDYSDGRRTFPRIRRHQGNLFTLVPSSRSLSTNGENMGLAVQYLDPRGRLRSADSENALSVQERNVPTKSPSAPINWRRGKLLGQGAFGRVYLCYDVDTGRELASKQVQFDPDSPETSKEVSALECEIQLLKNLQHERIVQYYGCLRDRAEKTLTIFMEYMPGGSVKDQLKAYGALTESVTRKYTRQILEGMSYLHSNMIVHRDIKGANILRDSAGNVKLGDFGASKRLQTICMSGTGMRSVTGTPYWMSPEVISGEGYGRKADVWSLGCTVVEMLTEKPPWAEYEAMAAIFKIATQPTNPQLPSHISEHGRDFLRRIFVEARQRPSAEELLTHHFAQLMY
p-CIP stab down: p/CIP protein destabilization; decrease of EGFP signal, % at 10 µM; AID 1984; Q05BA5; 290,000 compounds, 0.01% hits; F442A p/CIP-EGFP cells, EGFP fluorescence, 16 h;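 active = EGFP signal decrease of at least 30% at 10 µM or well 3 SD below plate mean, unless failing retest; inactive = the rest, including hits failing retest or dose response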; also: some compounds called inactive have numbers as strong as hits; many of its hits are not listed in these tables
IDE act: boosts human insulin-degrading enzyme activity in HEK cells; FAbeta-B cleavage, fluorescence polarization; 0% vehicle, 100% cell-free pure enzyme wells; activation, % at 5.96 µM; 340,000 compounds, 0.073% hits;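 active = activation above the mean of all tested compounds plus 3 SD, set per screening campaign, cut at about 17% in these data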
PHOSPHO1 block: blocks human PHOSPHO1 phosphatase activity; Q8TCT1; recombinant PHOSPHO1, absorbance phosphatase assay; inhibition, % at 13.3 µM; 290,000 compounds, 1.1% hits; in the data active = inhibition above about 60%
Target sequence (Q8TCT1 whole entry, looked up): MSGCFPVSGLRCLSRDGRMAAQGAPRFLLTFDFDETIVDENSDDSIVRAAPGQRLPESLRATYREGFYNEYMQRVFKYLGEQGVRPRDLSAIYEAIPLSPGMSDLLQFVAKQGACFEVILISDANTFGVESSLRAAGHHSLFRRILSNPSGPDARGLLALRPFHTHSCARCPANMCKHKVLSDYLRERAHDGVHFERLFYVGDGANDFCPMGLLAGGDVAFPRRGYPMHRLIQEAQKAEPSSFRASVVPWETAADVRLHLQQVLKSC
DNA FID counter: counter-screen for HCV NS3 helicase inhibitors: DNA intercalator displacement; DNA fluorescent intercalator displacement, fluorescence; inhibition, % at 7.9 µM; 290,000 compounds, 0.17% hits; in the data active = inhibition above about 37%;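 also: 0% = vehicle and 100% = reference compound; higher means more ethidium bromide displaced from hairpin DNA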
NS3 helicase inh: inhibitors of Hepatitis C virus NS3 helicase; NS3 helicase DNA unwinding, Cy5 molecular beacon fluorescence; inhibition, % at 10.9 µM; 290,000 compounds, 0.56% hits; AID 1800;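 active = inhibition above the mean of all tested compounds plus 3 SD, set per campaign, cut at about 35% in these data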;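 also: 0% = DMSO wells and 100% = thioflavine S control wells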
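test system = hepatitis C virus NS3 helicase domain fragment enzyme | reagent = annealed dual-labelled DNA beacon duplex, ATP-started | times = 1 h at 25 °C | detection = Cy5 fluorescence, 0 and 60 min reads | read-out basis = percent inhibition from t60/t0 fluorescence ratio | control set = DMSO and thioflavine S | replication = one well per compound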
SUMO HTRF inh: inhibitors of human SUMOylation (UBC9); P63279; HTRF SUMOylation assay, SAE1/SAE2 + UBC9, in vitro; inhibition, % at 35 µM; 290,000 compounds, 0.36% hits; AID 2006; in the data active = inhibition above about 50%, passing the limit was not always enough; inconclusive = no clear call, values can overlap the other calls; also: strong numbers were not always called active
Target sequence (P63279 whole entry, looked up): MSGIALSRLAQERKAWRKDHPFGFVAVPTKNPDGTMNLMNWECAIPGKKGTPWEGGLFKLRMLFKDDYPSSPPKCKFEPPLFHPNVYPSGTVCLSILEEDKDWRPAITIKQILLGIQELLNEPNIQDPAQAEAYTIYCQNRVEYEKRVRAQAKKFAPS
An asterisk follows results filed as active; ? = inconclusive; . = not tested or not shown. A portion of the library; count on the stated rates, not on these rows.

SMILES	IMP-1 inh	VIM-2 inhibitor	MEKK3 PB1 HTS	p-CIP stab down	IDE act	PHOSPHO1 block	DNA FID counter	NS3 helicase inh	SUMO HTRF inh
O=C(NCc1ccco1)C(Cc1ccccc1)N1C(=O)c2ccccc2C1=O (stereo not given)	-0.8	-1.6	110.0	-8.9	-9.3	-29.9	-8.2	7.8	23.0
CCCCCc1nnc(NC(=O)CS(=O)(=O)Cc2ccccc2)s1	-1.1	-2.6	107.0	-1.4	-0.6	-9.2	-27.5	2.7	19.9
c1ccc(-c2nnc3sc(CN4CCC5(CC4)OCCO5)cn23)cc1	-2.6	-2.9	101.0	2.4	-0.8	-18.5	-7.8	3.2	4.2
Cc1ccc(OCc2cc(C(=O)N(C)CCc3ccccn3)no2)cn1	-2.5	-2.9	97.0	1.4	-2.4	24.0	-12.3	-7.6	.
O=C(CN(Cc1ccccc1F)S(=O)(=O)c1ccc(Cl)cc1)NCCC1=CCCCC1	-3.8	-4.0	103.0	8.3	4.2	7.4	-3.8	0.5	-32.1
CC(Sc1nc2ccccc2s1)C(=O)Nc1ccc2c(c1)OCO2 (stereo not given)	-6.1	0.4	96.0	-1.5	1.9	-5.7	-11.3	5.7	-8.1
COc1ccc(S(=O)(=O)N2CCCCC2)cc1Br	-5.3	-3.1	96.0	-0.6	-0.6	19.8	-8.5	-1.3	-9.4
O=C(CN1CCN(CC(=O)Nc2cccc(F)c2)CC1)Nc1ccc(-c2ccccc2)cc1	-1.3	-0.3	103.0	-7.0	2.9	6.4	-17.2	1.5	-0.9
CCCNC(=O)c1nc(C)n(-c2ccc([N+](=O)[O-])cc2)n1	-3.2	-2.1	102.0	-1.8	.	-55.7	-0.2	-1.9	8.7
CCOc1ccccc1NC(=O)Nc1ccccn1	-4.1	-4.2	93.0	-5.0	2.5	32.1	-10.9	6.7	-13.4
O=C(C=C1CCN(c2ncc(C(F)(F)F)cc2Cl)CC1)NNC(=O)Nc1ccc(Cl)cc1	-1.1	0.8	99.0	1.7	5.4	7.2	1.5	4.5	3.5
COCCn1c(=O)[nH]c2cc(C(=O)NCCc3ccc(S(N)(=O)=O)cc3)ccc2c1=O	-2.5	-4.5	135.0*	11.0	5.2	4.2	-6.2	-12.8	-8.6
CSc1nc(=S)c2[nH]c(=S)[nH]c2[nH]1	-1.5	-2.5	97.0	-1.6	-14.5	53.3	-6.4	5.1	8.8
Cc1cnc(NC(=O)c2ccc3c(c2)C(=O)N(Cc2cccnc2)C3=O)s1	-4.1	-4.4	105.0	-4.7	-6.3	62.8*	-11.6	-3.0	15.1
CN(C)S(=O)(=O)c1ccc(Cl)c(C(=O)NC2=NCCS2)c1	-2.3	-2.4	104.0	-7.8	1.0	-3.0	-3.5	-6.6	14.6
CCOC(=O)c1c(NC(=O)CCN2CCOCC2)sc(C)c1-c1ccccc1	-3.0	-3.6	107.0	-8.3	6.3	26.9	-9.1	3.0	-20.8
CCC(C)NC(=O)C1CCN(S(=O)(=O)c2ccc3c(c2)CC(C)N3C(C)=O)CC1 (stereo not given)	-0.7	0.6	102.0	-2.7	4.2	25.4	-21.8	9.9	3.8
O=C(NS(=O)(=O)c1ccccc1)c1cccc(Br)c1	-0.8	-1.5	101.0	26.8	-2.2	24.0	-0.1	10.6	1.5
Cc1ccc(CSc2nnc(-c3ccc(S(=O)(=O)N4CCCC4)cc3)o2)cc1	-5.8	-4.7	101.0	-9.5	0.6	4.6	-2.5	-2.9	-1.8
O=C(c1cccc(C(F)(F)F)c1)N1CCOc2ccccc21	0.0	0.6	104.0	-11.0	-0.9	20.3	-12.9	2.6	-4.3
O=C(OCn1nnc2ccccc2c1=O)c1cccs1	-1.8	-2.8	109.0	-2.5	4.4	-3.4	2.2	5.1	5.0
Cc1oc2c(C)c3oc(=O)c(CCC(=O)NCCN4CCOCC4)c(C)c3cc2c1C	-1.0	4.6	102.0	-12.1	-1.9	29.1	-1.3	-29.4	27.4
O=C(Cc1c(F)cccc1Cl)OCN1C(=O)c2ccccc2C1=O	-2.3	-1.0	106.0	-12.0	4.8	23.0	-13.8	7.2	-14.9
O=C(Nc1cccc([N+](=O)[O-])c1)c1ccc(-c2ccccc2)cc1	-4.2	-4.8	104.0	-0.1	-2.6	11.7	-3.8	-4.4	-6.6
CCOc1cc(CNCCc2ccc(S(N)(=O)=O)cc2)ccc1OCC(=O)NC1CCCCC1	-3.0	-1.9	104.0	4.7	2.0	0.2	7.7	-8.7	2.0
O=C(Nc1nnc(COc2ccc(Cl)cc2)s1)c1ccc([N+](=O)[O-])cc1	-1.2	-6.5	118.0	8.5	3.9	-24.1	1.0	-1.8	-2.9
O=C(NCCCn1ccnc1)c1ccc(Cl)c(Cl)c1	-0.8	-1.5	105.0	-1.4	4.0	36.0	0.1	-0.2	-7.4
O=C(NCCCN1CCCC1=O)c1ccccc1NS(=O)(=O)c1ccc(F)cc1	-2.4	-1.6	101.0	-29.6	-0.3	23.4	-8.0	2.5	22.9
O=C(COC(=O)/C(=C/c1cccs1)c1cccs1)NCc1ccccc1Cl	-1.1	-3.8	104.0	-5.6	3.7	1.0	-22.3	-10.7	-10.5
COc1cc(/C=C2\SC(=S)N(CCC(=O)Nc3cccc(O)c3)C2=O)cc(OC)c1OC	-2.9	-1.2	99.0	-10.7	0.9	3.1	-12.0	14.5	-3.0
O=C(Nc1ccccn1)C1CCN(c2ncnc3c2nc2n3CCCCC2)CC1	0.5	-0.8	100.0	-6.7	2.5	30.2	-36.1	0.1	14.2
Cc1cccc(Nc2n[nH]c(C)c2[N+](=O)[O-])c1	-3.5	-3.0	103.0	-1.0	3.3	-1.1	-1.6	-7.4	-15.5
O=C(c1cc(N2C(=O)C3C4CCC(C4)C3C2=O)ccc1Cl)N1CCN(c2ccccc2F)CC1 (stereo not given)	-2.9	-1.0	105.0	-0.3	-11.0	-2.4	-4.3	-13.8	-12.0
COc1ccc(CCNC(=O)C2CCN(S(=O)(=O)c3cccs3)CC2)cc1OC	-3.7	-1.1	104.0	29.0	2.1	-18.3	-17.0	20.2	12.9
CN(C)/C=C(\C#N)c1nc2ccccc2[nH]1	-3.9	-4.8	103.0	2.5	-3.6	13.8	0.6	2.8	-7.9
CCn1c(SCc2ccccc2)nnc1-c1cccs1	-5.5	0.2	101.0	-18.9	2.0	-10.4	-15.8	-7.0	2.2
CCOc1ccccc1NC(=O)c1sc2ncn(CC(=O)N3CCOCC3)c(=O)c2c1C	-1.3	-0.6	96.0	-7.0	1.9	20.0	-26.9	-1.2	-3.5
COc1ccc(OC)c(-n2nnnc2SCC(=O)O)c1	-3.0	-2.4	?	-6.7	2.4	-7.1	0.8	-1.7	24.8
O=C(CN1C(=O)/C(=C/c2ccccc2)SC1=S)NC1CCS(=O)(=O)C1 (stereo not given)	-2.1	-0.8	98.0	-4.0	1.3	24.0	-5.0	1.8	.
Cc1ccc(OCC(=O)N2CCN(c3nnc(-c4ccccc4)c4ccccc34)CC2)cc1	-1.4	-0.7	101.0	5.8	-6.4	0.2	-38.1	-6.0	-32.1
CCOc1ccc(NS(=O)(=O)c2ccc3[nH]cc(C(=O)N(CC)CC)c(=O)c3c2)cc1	-4.7	-5.1	.	3.0	-0.8	-5.3	-16.6	-2.5	3.5
O=C1NC(=S)N/C1=C/c1cc2c(cc1[N+](=O)[O-])OCO2	1.1	1.4	103.0	-9.9	-3.4	35.1	-1.2	-0.9	42.2
CC(C)(C)c1oc(C(=O)O)cc1CN1CCOCC1	-3.0	-1.3	100.0	5.9	4.7	-4.9	5.6	-15.0	-16.7
CCOC(=O)c1[nH]c2ccccc2c1NC(=O)c1ccc(Br)o1	-1.0	4.5	107.0	-8.8	-3.6	-8.3	-18.6	-10.2	-0.4
O=C(c1ccc(-c2nnc(Nc3ccccc3)c3ccccc23)cc1)N1C[C@H]2C[C@H](C1)c1cccc(=O)n1C2	-1.4	2.0	104.0	-8.9	6.8	12.4	-31.1	-1.3	7.1
COc1cc(/C=C/C(=O)N2c3ccccc3Sc3ccc(C(F)(F)F)cc32)cc(OC)c1OC	-4.2	-1.4	96.0	0.0	-4.2	23.2	-1.7	5.8	-4.4
Cc1ccc(C)c(NC(=O)C(Sc2nncn2C)c2ccccc2)c1 (stereo not given)	-1.9	-2.6	101.0	-7.8	6.0	4.6	-8.2	-1.2	21.3
Cc1ccc(N)c(C(=O)CCCCC(=O)O)c1	-1.3	0.8	84.0	3.3	2.4	-18.5	-2.1	3.8	11.2
O=C(COC(=O)c1ccccc1O)Nc1ccc(S(=O)(=O)N2CCCCC2)cc1	-2.6	-2.3	107.0	10.9	5.2	0.3	-9.3	-11.5	-13.5
Cc1ccc(NC(=O)c2ccc3c(c2)C(=O)N(Cc2cccnc2)C3=O)c(C)c1	-1.9	-0.7	102.0	-3.5	0.5	61.0*	-5.4	-9.4	17.8
O=C(NCc1ccco1)c1csc(Nc2ccccc2Cl)n1	-1.5	-1.1	99.0	-0.8	3.3	17.6	-9.9	-0.4	8.0
CC1Cc2ccccc2N1C(=O)CSc1nncn1C (stereo not given)	0.0	-1.2	105.0	-8.0	-1.2	37.3	1.5	-9.1	13.7
COCCNC(=O)/C(C#N)=C/c1cccc(OCc2ccccc2)c1	-1.3	-1.7	97.0	5.9	-6.8	3.2	-4.2	6.8	7.0
COc1cc([N+](=O)[O-])ccc1NC(=O)NCCCN1CCCC1=O	-1.0	-2.3	106.0	4.4	4.6	26.3	2.2	5.8	7.8
COc1ccc(C(=O)Cn2nnc(-c3ccccc3-n3cnnn3)n2)cc1	-1.3	-1.9	98.0	5.8	2.2	-1.5	-2.1	-11.2	-10.0
COc1cc(NC(=S)N2CCN(c3ccccn3)CC2)cc(OC)c1OC	-3.2	-3.1	103.0	-4.5	-1.7	19.5	-10.5	-10.8	24.2
Cc1ccc(/C=C/C(=O)Nc2ncc(C)s2)o1	-1.8	-0.2	94.0	-5.8	2.4	11.6	-4.2	50.3*	12.8

Sorted by the number under MEKK3 PB1 HTS (descending): some entries from above.
compound	MEKK3 PB1 HTS
CCOc1cc(CNCCc2ccc(S(N)(=O)=O)cc2)ccc1OCC(=O)NC1CCCCC1	104.0
O=C(CN1CCN(CC(=O)Nc2cccc(F)c2)CC1)Nc1ccc(-c2ccccc2)cc1	103.0
CCn1c(SCc2ccccc2)nnc1-c1cccs1	101.0
